# Tb PYK inh – blocks Trypanosoma brucei pyruvate kinase; Q57TT1; TbPYK enzyme, Kinase-Glo Plus ATP luminescence, 45 min; Potency, µM (series often up to 76.8 µM), without a hit: top-dose activity, negative = inhibition, hits mostly inhibitors; 410,000 tested, 0.12% active; AID 624173; note: potency is the fitted concentration of half-maximal effect; % is set by controls: 0 for no effect and ±100 for the full control effect; nearly all actives have a fitted effect of over 50% in size
#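 Luminescence from Kinase-Glo Plus, added after a 45-minute room-temperature reaction, served as the end-point read-out. The enzyme and substrate were preincubated with compound before ADP (130 uM final) initiated turnover. Concentration-effect curves came from normalized qHTS data.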
# HCV inh – blocks hepatitis C virus; Potency, µM (titrated, usually from 41.8 µM), for inactives: at the top dose activity change, negative = inhibition, usual class: inhibitors; Huh7.5.1 HCVcc-Cre infection, luciferase reporter, 44 h; AID 651820; 340,000 tested, 3.4% active; note: potency is the fitted concentration of half-maximal effect; % is set by controls: 0 for no effect and ±100 for the full control effect
#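 Cells (1,000/well) were plated 4 h before compound, then infected with HCVcc-Cre virus (~0.5 moi). After 44 h further culture, infection was read as luciferase luminescence following a 15 min substrate incubation at room temperature.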
# Pf growth 48h – inhibits P. falciparum growth in the first generation, 48 h. P. falciparum luciferase growth in erythrocytes, 48 h. AID 504832. Potency, µM (doses to about 28.7 µM), for the others: top-dose activity change, negative = inhibition, usual class: inhibitors. 310,000 tested, 5.9% active; note: potency is the fitted concentration of half-maximal effect; % is set by controls: 0 for no effect and ±100 for the full control effect
#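 Luminescence readout; reporter = integrated firefly luciferase in P. falciparum. RBC culture at 2% hematocrit, 0.1% parasitemia final, 37 C/5% CO2; decreased signal taken as growth inhibition.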
# LmPK inhibitor – blocks Leishmania mexicana pyruvate kinase activity; Q27686; AID 1721; 290,000 tested, 0.37% active; purified LmPK, Kinase-Glo ATP luminescence, 1 h; Potency, µM (titrated, usually from 57.5 µM), for the others: top-dose activity change, negative = inhibition, usual class: inhibitors; note: potency is the fitted concentration of half-maximal effect; % is set by controls: 0 for no effect and ±100 for the full control effect
# Target sequence (Q27686 whole entry, looked up): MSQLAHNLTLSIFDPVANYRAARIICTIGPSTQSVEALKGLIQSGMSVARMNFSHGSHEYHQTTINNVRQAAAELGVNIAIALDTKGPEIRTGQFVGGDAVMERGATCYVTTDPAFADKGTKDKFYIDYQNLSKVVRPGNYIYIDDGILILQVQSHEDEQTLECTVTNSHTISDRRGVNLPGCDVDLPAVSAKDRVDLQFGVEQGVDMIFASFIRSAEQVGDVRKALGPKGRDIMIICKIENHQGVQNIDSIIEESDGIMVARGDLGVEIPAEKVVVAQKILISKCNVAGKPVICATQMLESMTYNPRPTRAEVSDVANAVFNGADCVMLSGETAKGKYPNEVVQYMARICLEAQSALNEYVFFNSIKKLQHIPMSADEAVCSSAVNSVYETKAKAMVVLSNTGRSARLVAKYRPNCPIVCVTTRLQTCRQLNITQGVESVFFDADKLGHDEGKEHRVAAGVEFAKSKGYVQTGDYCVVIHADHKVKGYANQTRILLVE
#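 In 50 mM imidazole pH 7.2 with 7 mM MgCl2, LmPK (0.1 nM) turned over PEP (0.5 mM) and ADP (0.1 mM) for 1 h at room temperature. Luciferase read-out of ATP.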
# Shiga inhibitor – inhibitors of Shiga toxin in Vero cells; AID 2315; Vero cells, Shiga toxin protein synthesis inhibition reporter; inhibition, % at 38.7 µM; 290,000 tested, 9.2% active; in the data active = inhibition mostly above about 28%, no sharp cut-off; inactive = mostly below about 43%; note: 0% is about no effect
# CHX counter – counter-screen for Shiga toxin inhibitors: cycloheximide protein synthesis inhibition. 300,000 tested, 12% active. cell reporter, cycloheximide protein synthesis inhibition counterscreen. AID 2314. max response, %; in the data active = max response mostly above about 13%, no sharp cut-off; inactive = mostly below about 14%; note: read at 38.3 µM for the half of the compounds with a filed dose; 0% is about no effect
# Pf growth 96h – P. falciparum growth inhibition at 96 hours; P. falciparum luciferase reporter growth, 96 h; Potency, µM (doses to about 28.7 µM), inactives show at the top dose activity change, negative = inhibition, hits mostly inhibitors; 320,000 tested, 6.9% active; AID 504834; note: potency is the fitted concentration of half-maximal effect; % is set by controls: 0 for no effect and ±100 for the full control effect
#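 Parasite growth measured via integrated firefly luciferase reporter in P. falciparum. Infected erythrocytes at 2% hematocrit, 0.05% parasitemia final were treated 96 hours at 37 C under 5% CO2, and luminescence was read.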
# * = called active by the depositor; ? = inconclusive; nt = no result given; & = joins results of further samples; [ ] = remark or other dose. Unless noted, calls come from the whole dose curve; as a rule, active = well fitted curve in the direction sought with a large enough effect; inconclusive = small, poorly fitted or top-dose-only effect, or another doubt; inactive = no such curve, though single readings can be large; an effect the other way counts as inactive or inconclusive.
SMILES,Tb PYK inh,HCV inh,Pf growth 48h,LmPK inhibitor,Shiga inhibitor,CHX counter,Pf growth 96h
Cc1cccc(C)c1NC(=O)c1cc(S(=O)(=O)N2CCc3ccccc32)cn1C,2%,-14%,?,4%,-6,-2,34%[activator]
COc1ccc(C(=O)Nc2cccc(OC)c2)cc1,?,-5%,nt,?,91*,58*,12%
Cc1cc(=O)n2c(-c3ccccc3C)n[nH]c2n1,-10%,15%,-2%,-1%,17,1,5%
CCn1c(O)c(/C(C)=N/N2CCCCC2c2cccnc2)c(=O)[nH]c1=S (configuration not stated),-10%,18%,?,-3%,-13,-5,13µM*
CCOc1ccc(-n2c(N)c(C(=O)NCc3cccnc3)sc2=S)cc1,-4%,-5%,?,2%,20,-5,3%
N/C(Cc1ccc([N+](=O)[O-])cc1)=N\OC(=O)C(c1ccccc1)c1ccccc1,1%,?,?,7%,-13,-3,?
CC1(C)CCC(C)(C)NC(=S)N1,-16%&1%,7%,9%,-5%,-5,-6,-29%
Nc1nc(N)nc(-c2cc(F)ccc2O)n1,2%,-19%,?,nt,nt,nt,?
CC1=NN(C(N)=S)C(=O)C1N=Nc1ccc(Cl)cc1Cl (configuration not stated),3%,0%,?,-8%,77*,25*,?
NC(=O)CCS(=O)(=O)c1ccc(Cl)cc1,7%,8%,22%,3%,-5,-2,-1%
CC(C)(C)NC(=O)CSc1nnc(-c2c[nH]c3ccccc23)o1,-8%,-8%,?,5%,65*,28*,?
CSCC(=O)N1CCCC(N2CCN(c3ccc(F)cc3)CC2)C1 (configuration not stated),-1%,0%,-16%,0%,8,0,?
Cc1cccc(C)c1NC1=NCCCCC1,-1%,33%[activator],1%,-2%,-2,-2,15%
O=C(CN1CCCC1)NN=C(c1ccccc1)c1ccccc1,1%,27%,0%,9%,-5,-1,?
Cn1c(CSCc2ccc(F)cc2)nnc1SCC(=O)Nc1nccs1,2%,?,?,1%,-15,-2,nt
Cc1ccc(NC(=O)COc2ncnc3c(Cl)cc(Cl)cc23)cc1[N+](=O)[O-],0%,-5%,36%[activator],-4%,-8,-2,72%[activator]
CC1=C/C(=N\NC(=S)Nc2cccnc2)CC(C)(C)C1,-6%,-14%,?,5%,18,11,2.9µM*
CNC(=O)c1cc2ccc(OC)cc2oc1=O,3%,20%,34%[activator],-3%,15,12*,nt
Cc1csc2nc(CNC(=O)C3CC=CCC3C(=O)O)cn12 (configuration not stated),0%,-9%,13%,1%,14,-1,8%
C/C(=N/NC(=O)c1ccc(C)s1)c1cccc(NC(=O)COc2ccc(Cl)cc2C)c1,1%,0%,2%,3%,-8,-1,31%[activator]

# Looked up by structure from the entries so far (three):
SMILES,Tb PYK inh,HCV inh,Pf growth 48h,LmPK inhibitor,Shiga inhibitor,CHX counter,Pf growth 96h
COc1ccc(C(=O)Nc2cccc(OC)c2)cc1,?,-5%,nt,?,91*,58*,12%
O=C(CN1CCCC1)NN=C(c1ccccc1)c1ccccc1,1%,27%,0%,9%,-5,-1,?
CC(C)(C)NC(=O)CSc1nnc(-c2c[nH]c3ccccc23)o1,-8%,-8%,?,5%,65*,28*,?

# More results.
SMILES,Tb PYK inh,HCV inh,Pf growth 48h,LmPK inhibitor,Shiga inhibitor,CHX counter,Pf growth 96h
Cc1ccc(S(=O)(=O)N2CC(=NO)C2)cc1,-6%,3%,9%,-5%,-17,1,13µM*
O=C1/C(=C/c2ccco2)SC(=S)N1c1cccnc1,?,?,-4%,5%,12,1,90%
O=C(NCC1CCCCC1)c1cccc(-c2ccc(O)cc2)c1,4%,?,?,1%,3,8,?
CCC(C)NC(=O)N[C@@H](CCSC)C(=O)O (some centres not stated),-9%,24%,54%[activator],-3%,-7,-2,9%
O=C(CN(c1ccc(F)cc1)S(=O)(=O)c1ccc2c(c1)OCCO2)NCc1ccncc1,6%,15%,-2%,0%,-15,-3,0%
Cc1ccc(/C=C2\SC(=S)N(CC(=O)Nc3ncc(Cc4ccccc4Cl)s3)C2=O)cc1,nt,nt,2%,4%,-5,10,57%[activator]
CC1(C)CCCC(C)(C)N1CC(O)COCCOc1ccc(Br)cc1 (configuration not stated),0%,?,5.9µM*,1%,-7,-4,?
Cc1cc2c3c([nH]c2cc1S(=O)(=O)NCc1ccc(CN2CCCCCC2)o1)CCCC3=O,1%,-14%,?,5%,-6,5,39%[activator]
CC(=O)Nc1ccc(NC(=O)CSc2ccc(-c3ccco3)nn2)cc1,-28%,17%,3%,0%,8,-2,-53%[1.15 µM]
O=C(Nc1ccccn1)c1ccc([N+](=O)[O-])cc1Cl,-2%,-2%,41%[activator],0%,35,16*,71%[activator]
COc1ccccc1-n1cn[nH]c1=S,-29%,-20%,-9%,-11%,2,13,13%
CCC(=Nc1ccccc1NC(C)=O)c1c(O)n(C)c(=O)n(C)c1=O,2%,5%,18%,0%,16,9,62%[activator]
Cc1ccc(CCNS(=O)(=O)c2cc(Br)cnc2N)cc1,3%,13%,13%,6%,-5,-1,?
COC(=O)c1ccc(S(=O)(=O)c2ccc(Cl)cc2)c(N)c1,2%,-26%,-14%,9%,-25,-4,1%
CCc1ccc(-n2c(SCC(=O)Nc3cc(C)[nH]n3)nc3[nH]ncc3c2=O)cc1,-14%,-8%,?,4%,-13,-4,27%
Cc1ccn2c(=O)nc(SCC(=O)c3ccc(Cl)cc3)nc2c1,-2%,-14%,46%[activator],nt,nt,nt,50%[activator]
CCOc1ccccc1NC(=O)CSc1nnnn1-c1ccccc1,-2%,-17%,nt,7%,26,-4,25%
COCCNc1nnc(Cc2ccc(OC)c(OC)c2)c(=O)[nH]1,4%,18%,13%,-8%,-4,-1,3%
COc1ccc(CC(=O)Nc2c3c(nn2C(C)(C)C)CS(=O)(=O)C3)cc1,-9%,nt,3%,-9%,-29,-2,31%[activator]
Cn1c(CC(=O)Nc2ccc(Cl)cc2)nnc1SCC(=O)N1CCOCC1,-7%,-13%,7%,-9%,-7,-1,?
Cc1csc(CNC(=O)c2ccc(OC3CCN(CCc4ccccc4)CC3)cc2)n1,9%,-13%,?,-11%,12,-4,-34%
COc1ccc(CNC(=O)Cn2ccc3cc(S(=O)(=O)N4CCCC4)ccc32)cc1OC,-8%,?,-7%,-6%,-16,-2,?
CCC1(CC)NC(=O)N(CC(=O)OCC(=O)Nc2cc(OC)ccc2OC)C1=O,1%,-6%,-14%,nt,nt,nt,33%[activator]
Cc1ccc(S(=O)(=O)C(C)C(=O)NCCS(=O)(=O)c2ccc(Cl)cc2)cc1 (configuration not stated),0%,-4%,-1%,8%,3,-3,-32%
CCc1ccc(CCC(=O)Nc2nccs2)o1,0%,-11%,31%[activator],15%,60*,34*,nt
N#CC1=C(N)C2=CCCC[C@H]2[C@H](c2ccccc2)C1(C#N)C#N,-12%,-5%,-18%,1%,2,-2,0%
COCCCNC(=O)Cn1cc(C(C)=O)c2ccccc21,1%,3%,21%,-5%,-11,1,14%
COC(=O)c1cnn(-c2ccccc2)c1/C=N/NC(=S)Nc1ccc(Cl)cc1,-4%,?,?,13%,-9,-1,-15%
COc1ccc(/C=N/OCC(=O)N(Cc2ccccc2)c2ccccc2C(=O)O)cc1,-3%,2%,-15%,2%,-13,-1,-9%
COc1cc2c(cc1O)C[C@H]1c3c(cc(O)c(OC)c3-2)CCN1C,-7%,?,?,nt,nt,nt,?
O=C(Nc1ccc2c(c1)C(=O)OC2)c1ccccc1Cl,-7%,4%,4%,5%,23,26*,32%[activator]
Cc1nc(N2CCOCC2)sc1C=O,-5%,8%,7%,2%,8,-2,158%[activator]
Cc1ccc(S(=O)(=O)CCC(=O)OCC(=O)N2CCc3ccccc32)cc1,-2%,15%,-11%,0%,0,-1,-27%
CCN(CC)CCN(C)Cc1ccc(Br)cc1,4%,?,nt,-14%,14,-3,?
CS(=O)(=O)c1ccccc1-c1nnc(-c2ccc(Cl)cc2)o1,-4%,1%,36%[activator],-3%,64*,19*,2%
O=C(NN=C1CCN(Cc2ccccc2)CC1)c1ccccc1,5%,-7%,16%,1%,8,-2,?
O=C1C2C3C=CC(C4CC34)C2C(=O)N1c1cc(Cl)ccn1 (configuration not stated),-6%,6%,4%,-3%,-3,12,4%
Cc1nnc(SCC(=O)N(CCC#N)c2ccc3c(c2)OCCO3)s1,-1%,14%,-24%,nt,nt,nt,?
CCOC(=O)c1cc(NC(=O)c2ccco2)ccc1N1CCOCC1,0%,25%,5%,3%,13,7,0%
Cc1nn(CCC#N)c(N)c1C1(O)C(=O)Nc2c(Cl)cc(Cl)cc21 (configuration not stated),-1%,-8%,?,2%,11,-1,?

# Reformatted: results already given
# Results follow in this order: Tb PYK inh, HCV inh, Pf growth 48h, LmPK inhibitor, Shiga inhibitor, CHX counter, Pf growth 96h
CCC(C)NC(=O)N[C@@H](CCSC)C(=O)O (some centres not stated)
 : -9%, 24%, 54%[activator], -3%, -7, -2, 9%
O=C(NN=C1CCN(Cc2ccccc2)CC1)c1ccccc1
 : 5%, -7%, 16%, 1%, 8, -2, ?
COc1ccc(CC(=O)Nc2c3c(nn2C(C)(C)C)CS(=O)(=O)C3)cc1
 : -9%, nt, 3%, -9%, -29, -2, 31%[activator]

# Quoted from the listing:
# CS(=O)(=O)c1ccccc1-c1nnc(-c2ccc(Cl)cc2)o1 in CHX counter has 19*
# O=C1C2C3C=CC(C4CC34)C2C(=O)N1c1cc(Cl)ccn1 (configuration not stated) in LmPK inhibitor has -3%
# O=C(NN=C1CCN(Cc2ccccc2)CC1)c1ccccc1 in Tb PYK inh has 5%
# COc1cc2c(cc1O)C[C@H]1c3c(cc(O)c(OC)c3-2)CCN1C in Tb PYK inh has -7%
# N#CC1=C(N)C2=CCCC[C@H]2[C@H](c2ccccc2)C1(C#N)C#N in LmPK inhibitor has 1%
# Cc1nnc(SCC(=O)N(CCC#N)c2ccc3c(c2)OCCO3)s1 in Tb PYK inh has -1%

# Other entries:
SMILES,Tb PYK inh,HCV inh,Pf growth 48h,LmPK inhibitor,Shiga inhibitor,CHX counter,Pf growth 96h
COc1ccc2cc(C(=O)N(C)Cc3ccccc3)[nH]c2c1,-7%,5%,33%[activator],-1%,17,12,63%[activator]
COCCN(C(=O)C(=O)NC1CCCC1)C(C(=O)NC1CCCC1)c1ccccc1F (configuration not stated),5%,-2%,-22%,-4%,-11,-1,98%[activator]
CN1CCN(S(=O)(=O)c2cccc(C(=O)NCCC3=CCCCC3)c2)CC1,0%,-14%,-20%,nt,nt,nt,9%
COCc1cc(C)nc(N2CCN(Cc3ccccc3)CC2)c1C#N,-8%,-6%,nt,-2%,7,17,207%[activator]
O=C1CCCN1CCC1CCN(C2CC(=O)N(c3ccc(F)cc3)C2=O)CC1 (configuration not stated),4%,-1%,21%,1%,-11,-2,?
CCc1nnc(NC(=O)c2ccc(COc3ccccc3Cl)o2)s1,0%,-6%,14%,-1%,-4,-3,29%
O=c1c2ccccc2nc(/C=C/c2ccccc2F)n1-c1ccccc1O,-15%,-20%,19%[0.00184 µM],2%,14,-1,?
N#Cc1c(N2CCSCC2)nsc1-c1ccccc1Cl,-17%,12%,?,6%,43,29*,?

# High-throughput results: PubChem BioAssay, National Center for Advancing Translational Sciences (NCATS)
